UBC13 polyUb – human UBC13 polyubiquitination inhibition; UBC13 polyubiquitin chain formation, TR-FRET; inhibition, % at 20 µM; 330,000 tested, 0.47% active; in the data active means inhibition above about 45%, passing the limit was not always enough
Gli-Sufu block – Gli-Sufu pathway antagonism. inhibition, % at 5 µM. AID 588413. Sufu-KO-LIGHT fibroblasts, Gli luciferase reporter luminescence. 340,000 tested, 0.74% active;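 active means inhibition above about 55%, limit read from the data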;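 further: 0% = DMSO-treated cells and 100% = wells with medium but no cells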
EBI2 block – blocks human EBI2 receptor beta-arrestin signaling; P32249; EBI2 beta-arrestin recruitment, luminescence, 7a,25-OHC stimulated; inhibition, % at 5 µM; 360,000 tested, 0.81% active; in the data active means inhibition above about 38%;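 further: enzyme fragment complementation signal reports receptor beta-arrestin coupling in cells; 0% = agonist plus DMSO wells and 100% = wells without agonist; some results beyond the cut were filed as inactive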
SENP8 block – blocks the human protease SENP8 | purified SENP8, Z-RLRGG-aminoluciferin cleavage, luminescence | 330,000 tested, 1.2% active | Q96LD8 | inhibition, % at 10 µM | AID 2540
Apaf1 inhib – inhibitors of human Apaf-1 apoptosome. O14727. reconstituted apoptosome caspase-3 activity, DEVD-Rh110 fluorescence. inhibition, % at 20 µM. 330,000 tested, 0.71% active; active means inhibition of at least 40% at 20 µM;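 further: plate controls were DMSO wells for no effect and DEVD-CHO caspase inhibitor wells for full effect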
Target sequence (O14727 whole entry, looked up): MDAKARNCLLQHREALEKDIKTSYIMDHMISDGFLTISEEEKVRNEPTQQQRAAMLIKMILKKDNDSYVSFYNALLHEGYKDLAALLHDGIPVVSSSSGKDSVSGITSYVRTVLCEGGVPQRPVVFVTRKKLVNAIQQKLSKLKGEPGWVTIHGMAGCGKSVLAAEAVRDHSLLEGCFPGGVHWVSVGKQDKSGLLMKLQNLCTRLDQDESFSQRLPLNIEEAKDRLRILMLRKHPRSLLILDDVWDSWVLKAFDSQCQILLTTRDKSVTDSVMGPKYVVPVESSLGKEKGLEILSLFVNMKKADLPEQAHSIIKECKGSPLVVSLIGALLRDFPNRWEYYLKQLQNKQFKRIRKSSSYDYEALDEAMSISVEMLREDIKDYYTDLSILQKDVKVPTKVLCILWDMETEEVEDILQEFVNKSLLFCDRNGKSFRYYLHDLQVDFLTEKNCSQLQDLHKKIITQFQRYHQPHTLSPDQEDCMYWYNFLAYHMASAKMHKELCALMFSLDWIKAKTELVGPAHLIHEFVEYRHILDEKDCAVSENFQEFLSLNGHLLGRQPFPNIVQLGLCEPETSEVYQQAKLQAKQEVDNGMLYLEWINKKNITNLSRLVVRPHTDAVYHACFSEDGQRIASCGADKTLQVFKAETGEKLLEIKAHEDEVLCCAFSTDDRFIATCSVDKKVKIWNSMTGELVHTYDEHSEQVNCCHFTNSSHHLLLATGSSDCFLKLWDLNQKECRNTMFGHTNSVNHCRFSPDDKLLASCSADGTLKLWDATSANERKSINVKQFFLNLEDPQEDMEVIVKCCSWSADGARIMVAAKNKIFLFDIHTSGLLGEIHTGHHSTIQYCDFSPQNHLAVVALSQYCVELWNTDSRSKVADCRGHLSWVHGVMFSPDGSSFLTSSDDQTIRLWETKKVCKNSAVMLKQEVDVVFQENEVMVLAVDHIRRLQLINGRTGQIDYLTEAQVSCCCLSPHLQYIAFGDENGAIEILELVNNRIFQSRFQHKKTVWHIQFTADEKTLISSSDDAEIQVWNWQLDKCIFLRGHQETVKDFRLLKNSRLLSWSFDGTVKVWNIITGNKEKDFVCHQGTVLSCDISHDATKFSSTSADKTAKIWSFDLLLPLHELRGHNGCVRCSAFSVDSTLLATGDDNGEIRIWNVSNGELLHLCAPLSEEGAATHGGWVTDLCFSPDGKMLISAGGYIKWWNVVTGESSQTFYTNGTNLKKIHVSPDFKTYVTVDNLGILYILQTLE
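Material: biochemical Apaf-1 apoptosome reconstitution. Medium: Hepes buffer, pH 7.5. Also added: cytochrome c activation, bis-DEVD rhodamine 110 substrate. Timing: 30 min compound preincubation, 50 min activation, room temperature. Measured by: rhodamine 110 fluorescence at Ex 480/Em 540 nm.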
697 NFkB inh – lowers PMA/ionomycin-induced NF-kB signal in 697 B cells | 697 B-cell NF-kB luciferase reporter, 16 h | inhibition, % at 4 µM | 330,000 tested, 0.33% active; in the data active means inhibition above about 35%
CCR6 antag – blocks CCL20-driven beta-arrestin recruitment at human CCR6 | P51684 | CHO-K1 CCR6 PathHunter beta-arrestin, luminescence, CCL20-stimulated | inhibition, % at 20 µM | 340,000 tested, 0.49% active | AID 493098;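 active means compounds whose inhibition of the agonist-driven luminescence signal at 20 µM reaches about 50%, limit read from the data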;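 further: cells stimulated with CCL20 at 14 nM final; plate controls were DMSO with CCL20 for no effect and DMSO without agonist for full effect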
Jurkat NFkB inh – lowers PMA/ionomycin-induced NF-kB signal in Jurkat cells; PMA/ionomycin-induced NF-kB luciferase reporter, luminescence; inhibition, % at 4 µM; 330,000 tested, 0.53% active
The depositor's hits bear a star; . = no result given; & = joins results of further samples. Unless noted, no stated cut-off is given here; in the data, active means inhibition above about 50%; inactive means the rest. Some of the compounds tested, so the mix of outcomes need not match the whole.

SMILES	UBC13 polyUb	Gli-Sufu block	EBI2 block	SENP8 block	Apaf1 inhib	697 NFkB inh	CCR6 antag	Jurkat NFkB inh
COc1ccc(Br)cc1CNc1ccc(O)cc1	4	-7	-15	-6	95*	2	-3	16
CCOC(=O)C1CCCN(CC(=O)c2c[nH]c3ccc(C)cc23)C1 (stereo not given)	6	2	.	-5	3	10	-2	4
CCCCC(c1nnnn1CCOC)N1CCN(CC)CC1 (stereo not given)	-6	-12	-16	-3	-14	0	-27	-13
COc1ccc(-n2c(C)cc(C(=O)CCl)c2C)cc1	7	6	3	-11	6	15	12	6
C=CCOc1nc2c(c(=O)n(C)c(=O)n2C)n1Cc1ccccc1Cl	-5	22	9	-9	-5	-28	-1	3
N#CCCN1CCn2c1nc1ccccc12	-2	1	1	-14	-2	13	13	-10
CCN1C(=O)[C@H]2[C@@H](c3ccc(-c4cccc(Cl)c4)cc3)N[C@@](CC(C)C)(C(=O)OC)[C@H]2C1=O	-6	4	13	-4	26	14	6	0
ClC1CCCCC1n1nnc2ccccc21 (stereo not given)	0	-1	-1	0	-10	-6	7	0
Cc1ccc(Nc2ncc3c(n2)CC(c2ccco2)CC3=O)c(C)c1 (stereo not given)	0	-3	1	2	-7	4	34	5
O=C(N/N=C/c1cccnc1)c1ccc(Cn2cc([N+](=O)[O-])cn2)o1	7	3	-4	-3	-10	31	13	11
COc1ccc(-c2nnc(C)c3nocc23)cc1	-14	-1	0	-2	9	13	7	3
CCC(C)[C@H](NC(=O)[C@@H]1Cc2ccccc2CN1)C(=O)Nc1ccc2c(c1)OCO2 (stereo not given in full)	-13	-2	-3	-6	8	-20	9	-18
CC(NC1CCN(Cc2ccccc2)CC1)c1ccc(F)cc1 (stereo not given)	-5	34	4	-4	-10	-41	12	-13
Cc1nn(Cc2ccccc2)c(Cl)c1C(=O)NCCc1ccc(Cl)cc1	8	-13	-3	-7	12	-31	15	-13
CSc1sc(C(=O)Nc2ccc(F)cc2F)c2c1C=CCC2	3	8	-9	-2	17	-2	-9	-6
O=C(COC(=O)c1ccc(O)cc1O)Nc1ccc2c(c1)OCCO2	10	-13	3	3	-12	-36	8	-27
COc1ccc(C2CC(O)(C(C)(C)O)NO2)cc1 (stereo not given)	2	3	-4	4	-10	9	-4	4
OC[C@@H]1[C@@H](c2ccc(Cl)cc2)C(c2ccc(F)cc2)=NN1c1ccccc1	.	2	22	.	24	-2	3	.
COCc1ccccc1C1=CC(=O)C[C@H](c2ccc(OC)cc2)C1	9	10	-6	-3	10	8	11	10
O=C1c2ccccc2C(=O)N1CSc1nnc(Nc2ccccc2F)s1	-3	-6	-11	-8	13	-25	-3	-23
Fc1ccc(-n2cc(-c3ccccc3)[n+]3c2SCC3)cc1	6	46	-6	-3	3	-4	6	2
CCOC(=O)c1c(C)c(C(=O)NCc2cccnc2)c(C)n1C	0	-2	-2	-8	-8	16	7	7
Cc1noc(C)c1C(=O)N1CCN(S(=O)(=O)c2ccc(F)cc2)CC1	-2	26	-7	-5	-19	-6	2	-1
Brc1cccc(-c2nnc3sc(CN4CCCCC4)cn23)c1	-2	2	6	3	-11	-13	2	-7
CC1SC(c2ccc(Cl)cc2Cl)NC1=O (stereo not given)	7	2	0	2	-6	16	17	7
Cc1ccc(S(=O)(=O)N2CCCC(C(=O)Nc3ccc(NC(=O)c4ccccn4)cc3)C2)cc1 (stereo not given)	9	-108	-26	0	4	-46	-10	-20
NC(=O)c1nsc(C(=O)N(Cc2ccco2)C(C(=O)NC2CCCC2)c2ccc(O)cc2)c1N (stereo not given)	11	-6	-4	11	-7	7	2	10
Cc1cc(S(=O)(=O)NCCCN2CCOCC2)ccc1F	2	-20	1	-4	-5	19	-5	-3
COc1ccc(-c2sc(Nc3ccccc3)n[n+]2-c2ccc(F)cc2)cc1Br	-2	4	12	-9	4	11	6	-11
CCNC(=S)N1CCN(C(=O)C(Cc2ccccc2)NC(C)=O)CC1 (stereo not given)	-8	-7	-7	2	-2	13	12	10
COc1ccc(-c2cc(C(=O)Nc3cc(OC)c(OC)c(OC)c3)no2)cc1	4	5	7	2	2	-9	11	35
Cn1cc(C(=O)NCc2ccc(F)cc2)cn1	0	.	-14	6	2	28	7	-8
COc1ccc(C2CC(=O)Oc3cc(OC)c(OC)c(OC)c32)cc1 (stereo not given)	.	-4	-4	.	8	10	8	.
O=C(NC(Cc1ccccc1)C(=O)O)/C(=C/c1ccco1)NC(=O)c1cccc([N+](=O)[O-])c1 (stereo not given)	-12	-21	5	-7	7	0	4	-8
c1coc(CN=C2NC(=NCc3ccco3)c3ccccc32)c1	0	13	2	0	-15	-16	-3	9
CCn1c(CNC(=O)c2cccc(C)c2)nnc1SCC(=O)NC1CCCCC1C (stereo not given)	5	-10	-3	0	-4	22	12	-6
CCC(=O)Nc1ccc(OC)cc1OC	2	-1	-4	-4	2	3	-5	5
CCNc1nc(NCC)n2c(SCC(=O)Nc3c(C)cccc3C)nnc2n1	-3	1	-3	22	4	-1	5	4
COc1ccccc1C(=O)NC1CCSc2ccccc21 (stereo not given)	10	-22	5	-9	4	12	15	16
COc1ccc(C(=O)N2CCCC(C(=O)N3CCCCCC3)C2)cc1 (stereo not given)	19	0	-3	-8	-9	-1	-8	9

Whole records, looked up by structure. Screens in order: UBC13 polyUb, Gli-Sufu block, EBI2 block, SENP8 block, Apaf1 inhib, 697 NFkB inh, CCR6 antag, Jurkat NFkB inh
`COc1ccccc1C(=O)NC1CCSc2ccccc21` (stereo not given) is listed as 10, -22, 5, -9, 4, 12, 15, 16
`COc1ccc(-c2sc(Nc3ccccc3)n[n+]2-c2ccc(F)cc2)cc1Br` is listed as -2, 4, 12, -9, 4, 11, 6, -11

Looked up by structure from the list above:
SMILES	UBC13 polyUb	Gli-Sufu block	EBI2 block	SENP8 block	Apaf1 inhib	697 NFkB inh	CCR6 antag	Jurkat NFkB inh
CC1SC(c2ccc(Cl)cc2Cl)NC1=O (stereo not given)	7	2	0	2	-6	16	17	7
NC(=O)c1nsc(C(=O)N(Cc2ccco2)C(C(=O)NC2CCCC2)c2ccc(O)cc2)c1N (stereo not given)	11	-6	-4	11	-7	7	2	10

The list continues.
SMILES	UBC13 polyUb	Gli-Sufu block	EBI2 block	SENP8 block	Apaf1 inhib	697 NFkB inh	CCR6 antag	Jurkat NFkB inh
CC1(C)Cc2cccc(OCC(=O)OCC(=O)c3ccccc3)c2O1	2	-12	-9	-10	23	3	-3	-16
O=C(Nc1ccccn1)c1ccc(Br)s1	-4	-109	-1	38	10	-54	5	-87
CC(=O)N1c2ccccc2C2(O)N=C(C)SC12 (stereo not given)	7	-7	-9	12	31	-12	-4	-6
CN(C)C(CNC(=O)CCC(=O)c1ccc(Br)cc1)c1ccccc1 (stereo not given)	5	-6	-6	-2	5	8	2	-11
O=C(O)Cc1cc(C(=O)Nc2ccc(Br)cc2)sc1-c1ccccc1	-13	.	.	4	9	19	.	6
COc1ccc(N2CCN(C(c3cccs3)C(C)NS(C)(=O)=O)CC2)cc1 (stereo not given)	-19	-2	-8	-5	-4	-13	-6	-22
Cc1sc(NC(=O)c2ccco2)c(CN2CCN(Cc3ccccc3)CC2)c1C	-3	18	14	2	20	-14	8	2
Nc1nc(NCCO)nc(N2CCCCCC2)c1[N+](=O)[O-]	6	4	-1	2	-2	17	-4	-1
CCCCNC(=O)Nc1ncn[nH]1	-4	-5	-3	1	5	-2	-6	3
N#Cc1ccc(NC(=O)Cn2cnc([N+](=O)[O-])c2)cc1	-4	-1	-3	13	5	-9	3	13
CC(=O)N(CN1C(=O)c2ccc([N+](=O)[O-])cc2C1=O)c1cccc(C(=O)O)c1	-1	3	-14	0	-9	18	-9	0
CCOC(=O)C1(CC2CC2)CCN(Cc2cn[nH]c2-c2cccc(F)c2)CC1	13	32	3	3	3	-14	6	2
COc1ccc2c(c1)c(=O)oc1c(C)c(OC(C)C(=O)N[C@@H](Cc3c[nH]c4ccc(O)cc34)C(=O)O)ccc12 (stereo not given in full)	-16	-4	-9	-11	4	-22	7	2
CCOc1ccc(N(CC(=O)NC2CCCC2)C(=O)CCC(=O)Nc2nc(C)cs2)cc1	-4	-3	-7	2	9	2	5	11
CCn1cc(S(=O)(=O)Nc2ncccn2)cn1	4	1	-4	-3	-8	-2	9	-6
C=CCn1c(=O)c2ccccc2n2c(SCC(=O)/C(C#N)=C(\C)N)nnc12	6	-2&3	4&-3	0	-17	3	18&4	8
C(=N\Nc1nc2ccccc2[nH]1)/c1ccccc1	-6	-45	6	-14	0	-72	-8	-68
CCCCC(=O)Nc1ccccc1C(=O)N1CCOCC1	4	8	-14	3	-7	5	-6	-17
CCOC(=O)C(CC)n1cnc2c(oc3ccccc32)c1=O (stereo not given)	-1	1	-2	-2	-1	1	-6	-9
O=C(NCCOC(=O)c1ccc(C(=O)OCCNC(=O)c2ccccc2)o1)c1ccccc1	0	54	-8	-2	-6	-3	-12	-14
O=C(CN1C(=O)C(=O)N(CCC2=CCCCC2)C1=O)c1c[nH]c2ccccc12	6	4	0	-10	17	-5	-2	-11
N#Cc1cccc(NC(=O)COC(=O)c2ccc[n+]([O-])c2)c1	-30	8	4	-9	3	-5	4	-22
CSCCC(NC(=O)C1CCC(C)CC1)C(=O)NCCN1CCOCC1 (stereo not given)	-18	4	1	-8	3	15	-5	-5
CCN1C[C@@H]2[C@@H]3C(=O)N(Cc4ccccc4)C(=O)[C@@H]3[C@](CC)(C(=O)OC)N2C1=NC1CCCCC1	.	1	2	.	12	10	13	.

Some values from the entries so far.
Reading for CSCCC(NC(=O)C1CCC(C)CC1)C(=O)NCCN1CCOCC1 (stereo not given) under UBC13 polyUb: -18
Reading for CCN1C[C@@H]2[C@@H]3C(=O)N(Cc4ccccc4)C(=O)[C@@H]3[C@](CC)(C(=O)OC)N2C1=NC1CCCCC1 under Apaf1 inhib: 12
Reading for O=C(CN1C(=O)C(=O)N(CCC2=CCCCC2)C1=O)c1c[nH]c2ccccc12 under 697 NFkB inh: -5
Reading for N#Cc1cccc(NC(=O)COC(=O)c2ccc[n+]([O-])c2)c1 under 697 NFkB inh: -5

Screening results from PubChem BioAssay.
